p53 reactivator: qHTS assay for re-activators of p53 using a Luc reporter; H1299 p53-A138V BP100-luciferase reporter, luminescence, 24 h; Potency, µM (top dose mostly 92.2 µM), without a hit: top-dose activity change, positive = activation, usual class: activators; hit rate 0.063% among 320,000; AID 504706, 2011; note: % of control where 0% means no effect; nearly all actives have a fitted effect of over 45% in size
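H1299 (p53-null), stable ts p53-A138V + BP100-Luc; 1000 cells/well, Opti-MEM/10% FBS; cpd 4 pt, 1:5; 24 h, 37 deg C, 5% CO2; detection reagent 10 min RT; luminescence.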
FLuc modulator: qHTS profiling assay for firefly luciferase inhibitor/activator using purifed enzyme and Km concentrations of substrates (counterscreen for miR-21 project); Potency, µM (highest dose often 57.5 µM), for inactives: at the top dose activity change, negative = inhibition, hits mostly inhibitors; hit rate 6.9% among 360,000; purified FLuc, Km substrates, luminescence inhibition; AID 588342, 2011;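 note: plate controls were vehicle for no effect and reference inhibitor for full effect; nearly all actives have a fitted effect of over 55% in size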
Target sequence (P08659 whole entry, looked up): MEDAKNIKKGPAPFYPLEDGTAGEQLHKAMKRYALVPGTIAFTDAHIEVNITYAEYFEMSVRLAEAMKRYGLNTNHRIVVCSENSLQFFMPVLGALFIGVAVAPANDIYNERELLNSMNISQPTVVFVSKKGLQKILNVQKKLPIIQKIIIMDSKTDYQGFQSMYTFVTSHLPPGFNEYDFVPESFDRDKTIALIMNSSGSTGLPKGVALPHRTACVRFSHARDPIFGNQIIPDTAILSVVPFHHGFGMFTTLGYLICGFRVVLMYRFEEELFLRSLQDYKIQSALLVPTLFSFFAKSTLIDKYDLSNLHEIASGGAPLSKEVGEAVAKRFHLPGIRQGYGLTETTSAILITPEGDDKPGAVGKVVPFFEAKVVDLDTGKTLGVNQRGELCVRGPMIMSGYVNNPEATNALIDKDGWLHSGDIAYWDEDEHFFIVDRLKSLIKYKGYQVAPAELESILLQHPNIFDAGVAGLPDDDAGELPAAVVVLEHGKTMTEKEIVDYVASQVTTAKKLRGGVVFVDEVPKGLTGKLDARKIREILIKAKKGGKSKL
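Biochemical qHTS of compounds, final roughly 60 µM downward over six points, against 10 nM purified firefly luciferase using Km concentrations of substrates (10 uM D-luciferin, 10 uM ATP) in Tris acetate pH 7.5 buffer; luminescence output.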
BRCA1 expr up: qHTS Assay to Identify Small Molecule Activators of BRCA1 Expression | MCF7-BRCA1-FFLuc reporter, luminescence, 48 h; response scale: scaled: vehicle 0%, 10 µM genistein 100% | Potency, µM (doses to about 46.1 µM), for the others: at the top dose activation, actives largely listed as activators | hit rate 1.1% among 380,000 | AID 624202, 2012; note: nearly all actives have a fitted effect of over 80% in size; some results filed as inactive show a strong effect at the top dose
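Using MCF7 cells harboring a BRCA1 firefly luciferase reporter, plated 2 h before compound pinning, the screen measured luminescence after 48 h incubation. Responses were normalized to DMSO and 10 microM genistein, then fitted for concentration-effect.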
VP16 counter: VP16 counterscreen qHTS for inhibitors of ROR gamma transcriptional activity; hit rate 3.5% among 310,000; Drosophila S2 Gal4-VP16 UAS-luciferase, luminescence, 20 h; Potency, µM (doses to about 53.6 µM), without a hit: at the top dose activity, negative = inhibition, most hits filed as inhibitors;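 note: Gal4-VP16 expression switched on by copper sulfate through the metallothionein promoter; % is set by controls: 0 for no effect and ±100 for the full control effect; nearly all actives have a fitted effect of over 50% in size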
MBNL1 CUG block: qHTS Assay for Inhibitors of MBNL1-poly(CUG) RNA binding. Potency, µM (doses to about 57.5 µM), without a hit: at the top dose activity change, negative = inhibition, actives largely listed as inhibitors. AID 2675, 2010. hit rate 0.036% among 280,000. TR-FRET MBNL1-His/biotin-(CUG)12 binding, 665/545 ratio; active = well fitted inhibition curve with a large enough effect in the signal ratio, with a control signal flat, not every such curve was filed as active; inconclusive = small, poorly fitted or top-dose-only effect, or effect the other way, or a change in a side signal; inactive = no such curve, though single readings can be large or run the other way; the % refers to the signal ratio; note: % is set by controls: 0 for no effect and ±100 for the full control effect
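MBNL1-His + Biotin-(CUG)12, cpd titration 92 nM–58 uM; Tb anti-His Ab 0.055 ng/ul, SA-XL665 5 nM (final); 60 min RT; ratiometric 665/545 nm, Ex 340 nm; normalized to buffer and full-complex controls.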
Rab9 promoter act: qHTS Assay for Rab9 Promoter Activators; Huh7 Rab9 promoter-luciferase reporter, luminescence, 24 h; Potency, µM (doses to about 9.22 µM), for the others: at the top dose activation, negative = inhibition, usual class: activators; hit rate 2.8% among 320,000; AID 485297, 2010; note: % of control where 0% means no effect; nearly all actives have a fitted effect of over 60% in size
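Steps: seed 1500 Huh7 Rab9-luc cells per well, rest 2 h at 37 °C; add compound in DMSO; incubate 24 h; add luciferase reagent, 10 min ambient; read luminescence.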
RORg inh: qHTS for inhibitors of ROR gamma transcriptional activity; Nuclear receptor ROR-gamma (Mus musculus), P51450; Drosophila S2 Gal4-RORgamma UAS-luciferase reporter, 20 h; Potency, µM (top dose mostly 53.6 µM), for the others: at the top dose activity change, negative = inhibition, hits mostly inhibitors; hit rate 5.4% among 310,000; note: % is set by controls: 0 for no effect and ±100 for the full control effect; nearly all actives have a fitted effect of over 60% in size
Target sequence (P51450 whole entry, looked up, the tested form may be a part): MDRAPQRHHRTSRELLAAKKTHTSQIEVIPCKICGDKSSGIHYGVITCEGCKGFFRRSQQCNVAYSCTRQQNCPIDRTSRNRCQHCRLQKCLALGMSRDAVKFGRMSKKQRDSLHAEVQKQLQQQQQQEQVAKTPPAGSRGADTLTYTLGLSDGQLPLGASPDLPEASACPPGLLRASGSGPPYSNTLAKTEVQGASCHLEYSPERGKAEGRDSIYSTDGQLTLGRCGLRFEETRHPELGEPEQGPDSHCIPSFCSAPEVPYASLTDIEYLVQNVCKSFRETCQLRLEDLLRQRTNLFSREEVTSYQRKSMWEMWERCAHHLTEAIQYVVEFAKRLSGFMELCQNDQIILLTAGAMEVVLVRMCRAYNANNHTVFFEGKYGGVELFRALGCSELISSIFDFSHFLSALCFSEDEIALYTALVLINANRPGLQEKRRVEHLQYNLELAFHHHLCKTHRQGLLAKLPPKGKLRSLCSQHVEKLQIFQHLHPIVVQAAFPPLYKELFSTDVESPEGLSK
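A Gal4/UAS one-hybrid system in insect cells: metallothionein-promoter Gal4–ROR gamma fusion plus Photinus luciferase reporter. Copper sulfate 700 uM final, 20 hr ambient incubation, luminescent detection after 10 min with reagent.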
NPC1 prom act: qHTS Assay for NPC1 Promoter Activators. Potency, µM (series often up to 9.22 µM), without a hit: top-dose activation, most hits filed as activators. AID 485313, 2010. hit rate 2.4% among 320,000. Huh7 NPC1 promoter luciferase reporter, 24 h;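 note: % of control where 0% means no effect; nearly all actives have a fitted effect of over 60% in size; reporter is driven by a mutant NPC1 promoter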
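Luminescence read-out of NPC1 promoter-driven luciferase in stably transfected Huh7 cells; compounds delivered in DMSO and left 24 h at 37C, 5% CO2, qHTS titration format.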
ELG1 genotox: qHTS screen for small molecules that induce genotoxicity in human embryonic kidney (HEK293T) cells expressing luciferase-tagged ELG1; HEK293T ELG1-luciferase reporter, luminescence, 16 h; Potency, µM (top dose mostly 46 µM), inactives show at the top dose activity change, positive = activation, most hits filed as activators; hit rate 1.3% among 330,000; AID 504466, 2011; note: % of control where 0% means no effect; nearly all actives have a fitted effect of over 60% in size
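Genotoxicity was scored as increased ELG1-luciferase reporter signal, measured by ONE-Glo luminescence (30 min, room temperature). Compound or vehicle exposure of the HEK293T reporter cells lasted 16 hr at 37°C.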
uPA surface inh: qHTS for Inhibitors of Cell Surface uPA Generation; cell surface uPA generation assay, qHTS; Potency, µM (titrated, usually from 38.3 µM), without a hit: at the highest dose activity change, negative = inhibition, actives largely listed as inhibitors; hit rate 0.31% among 330,000; active = well fitted inhibition curve with a large enough effect; inconclusive = small, poorly fitted or top-dose-only effect; inactive = no such curve, though single readings can be large or run the other way; tested in mouse RAW 264.7 cells; note: % is set by controls: 0 for no effect and ±100 for the full control effect; nearly all actives have a fitted effect of over 55% in size
* = called active by the depositor; & = joins results of further samples; [ ] = another dose, or the depositor's remark. Unless noted, calls come from the whole dose curve; as a rule, active = well fitted curve in the direction sought with a large enough effect; inconclusive = small, poorly fitted or top-dose-only effect, or another doubt; inactive = no such curve, though single readings can be large; an effect the other way counts as inactive or inconclusive. Potency is the fitted concentration of half-maximal effect.

For CCOC(=O)c1sc(-c2cccc(C(F)(F)F)c2)nc1O the results were p53 reactivator -2%, FLuc modulator -6%, BRCA1 expr up -30%, VP16 counter -18%, Rab9 promoter act 1%, RORg inh 34%, NPC1 prom act -3%, ELG1 genotox -2% and uPA surface inh 14%.
For CC(=O)Nc1ccc(Nc2ncnc3c2cnn3-c2ccc(C)cc2C)cc1 the results were p53 reactivator -4%, FLuc modulator 0%, BRCA1 expr up -15%, VP16 counter 1%, MBNL1 CUG block -1%, Rab9 promoter act 0%, RORg inh 3%, NPC1 prom act -1%, ELG1 genotox -1% and uPA surface inh 0%.
`Cc1cc(S(=O)(=O)NCc2ccc(S(N)(=O)=O)cc2)c(C)s1` gave p53 reactivator -5%, FLuc modulator 3%, BRCA1 expr up 2%, VP16 counter -3%, MBNL1 CUG block 2%, Rab9 promoter act 8%, RORg inh 0%, NPC1 prom act 2%, ELG1 genotox 4% and uPA surface inh 2%.
`O=C(Nc1ccccc1)C1C2CCC3C(CCC21)C3(Cl)Cl` (stereo not given) gave p53 reactivator -11%, FLuc modulator -7%, BRCA1 expr up -53%, VP16 counter -4%, MBNL1 CUG block -13%, Rab9 promoter act -4%, RORg inh 26%, NPC1 prom act -5%, ELG1 genotox -3% and uPA surface inh 5%.
`COc1ccc(NC(=O)NC2(C(=O)N3CCN(C)CC3)CCCCC2)cc1` gave p53 reactivator 1%, FLuc modulator 0%, BRCA1 expr up 34%, VP16 counter -1%, MBNL1 CUG block -1%, Rab9 promoter act 4%, RORg inh 2%, NPC1 prom act -4%, ELG1 genotox 4% and uPA surface inh -1%.
Screening CCc1cc(=O)oc2cc(OC(C)C(=O)NCc3ccccn3)ccc12 (stereo not given) returned p53 reactivator 8%, FLuc modulator 0%, BRCA1 expr up 12%, VP16 counter -6%, MBNL1 CUG block -1%, Rab9 promoter act -9%, RORg inh -28%, NPC1 prom act -5%, ELG1 genotox 1% and uPA surface inh 0%.
For O=C(CSc1nnc(C2CC2)n1C1CC1)c1ccccc1F the results were p53 reactivator inconclusive, FLuc modulator -26%, BRCA1 expr up 1%, Rab9 promoter act 0%, NPC1 prom act -3%, ELG1 genotox 3% and uPA surface inh inconclusive.
For CCn1cc(S(=O)(=O)c2cccc(C)c2)c(=O)c2cc(F)c(N3CCN(C)CC3)cc21 the results were p53 reactivator 10%, FLuc modulator 2%, BRCA1 expr up -12%, VP16 counter 1%, MBNL1 CUG block 1%, Rab9 promoter act 1%, RORg inh -7%, NPC1 prom act -3%, ELG1 genotox 1% and uPA surface inh 5%.
For CCc1cc(C(=O)c2ccccc2)c(N)s1 the results were FLuc modulator 4%, BRCA1 expr up -3%, VP16 counter 5%, MBNL1 CUG block 11%, Rab9 promoter act 3%, RORg inh -18%, NPC1 prom act 0%, ELG1 genotox -1% and uPA surface inh 3%.
Screening Cc1c(C)c2ccc(OC(C)C(=O)N3CC[C@@]4(O)CCCC[C@H]4C3)c(C)c2oc1=O (stereo not given in full) returned p53 reactivator -1%, FLuc modulator -7%, BRCA1 expr up -5%, VP16 counter 5%, MBNL1 CUG block 16%, Rab9 promoter act 6%, RORg inh -29%, NPC1 prom act -5%, ELG1 genotox 1% and uPA surface inh inconclusive.
Screening COc1ccc(C[C@@H]2CN3C(=NC[C@@H]3C)N2C[C@H](C)NC(=O)CCC2CCCCC2)cc1 returned p53 reactivator -4%, FLuc modulator -2%, BRCA1 expr up 5%, VP16 counter -10%, MBNL1 CUG block 8%, Rab9 promoter act 0%, RORg inh 2%, NPC1 prom act 1%, ELG1 genotox 2% and uPA surface inh -14%.
Cc1ccc(Cn2cc(/C=C/C(=O)O)c(-c3ccccc3)n2)cc1 was read as p53 reactivator -13%, FLuc modulator inconclusive, BRCA1 expr up 0%, VP16 counter 3%, MBNL1 CUG block -2%, Rab9 promoter act -12%, RORg inh inconclusive, NPC1 prom act 4%, ELG1 genotox 1% and uPA surface inh -1%.
For CN(C)C(CNC(=S)Nc1ccccc1Cl)c1cccnc1 (stereo not given) the results were p53 reactivator -1%, FLuc modulator 0%, BRCA1 expr up -4%, VP16 counter 6%, MBNL1 CUG block -2%, Rab9 promoter act -2%, RORg inh -5%, NPC1 prom act 0%, ELG1 genotox -2% and uPA surface inh -2%.
`CC(C)[C@H](NC(=O)C1CCN(S(=O)(=O)c2ccc(F)cc2)CC1)C(=O)N1CCCCCC1` gave p53 reactivator -1%, FLuc modulator 3%, BRCA1 expr up -6%, VP16 counter -2%, MBNL1 CUG block -1%, Rab9 promoter act 3%, RORg inh -4%, NPC1 prom act 1%, ELG1 genotox -1% and uPA surface inh -2%.
For CCCCN(C(=O)CCNC(=O)NC12CC3CC(CC(C3)C1)C2)c1c(N)n(CCC)c(=O)[nH]c1=O the results were p53 reactivator 3%, FLuc modulator 11%, BRCA1 expr up 8%, Rab9 promoter act -6%, NPC1 prom act -4%, ELG1 genotox 0% and uPA surface inh 3%.
Screening O=C(Nc1ccc(Cl)cc1)Nc1cnccn1 returned p53 reactivator 2%, FLuc modulator inconclusive, BRCA1 expr up 81%, VP16 counter -6%, MBNL1 CUG block -14%, Rab9 promoter act -2%, RORg inh 7%, NPC1 prom act 8%, ELG1 genotox -3% and uPA surface inh inconclusive.
`CC(C)OCCCNC(=O)c1cn(C)c2ccc(S(=O)(=O)N3CCCC3)cc2c1=O` gave p53 reactivator 6%, FLuc modulator 0%, BRCA1 expr up 9%, VP16 counter -5%, MBNL1 CUG block -7%, Rab9 promoter act -2%, RORg inh -18%, NPC1 prom act -13%, ELG1 genotox 3% and uPA surface inh -4%.
For CC1=Nc2cc([N+](=O)[O-])ccc2NC(C)(C)C1 the results were p53 reactivator inconclusive, FLuc modulator -18%, BRCA1 expr up -27%, VP16 counter 0%, MBNL1 CUG block inconclusive, Rab9 promoter act 5%, RORg inh -5%, NPC1 prom act 3%, ELG1 genotox 12% and uPA surface inh -18%.
`O=C1N[C@@H](Cc2ccccc2)C(=O)N1CCN1CCOCC1` gave p53 reactivator 2%, FLuc modulator 6%, BRCA1 expr up 1%, VP16 counter 3%, MBNL1 CUG block -5%, Rab9 promoter act -2%, RORg inh -16%, NPC1 prom act 7% and ELG1 genotox 2%.
For CSc1nsc(/C=C/Nc2ccc(C)cc2)c1C#N the results were FLuc modulator 1.3µM*, BRCA1 expr up -23%, VP16 counter -11%, MBNL1 CUG block 34%[activator], RORg inh inconclusive and uPA surface inh -9%.
`O=C(Nc1ccc(-c2csc(Nc3ccc(Cl)cc3)n2)cc1)c1ccccc1` gave p53 reactivator 11%, BRCA1 expr up 10%, ELG1 genotox 8% and uPA surface inh -23%.
For O=C(O)/C=C\C(=O)N1CCc2ccccc21 the results were p53 reactivator 4%, FLuc modulator -2%, BRCA1 expr up -37%, VP16 counter -3%, MBNL1 CUG block -4%, Rab9 promoter act -4%, RORg inh 35%, NPC1 prom act 0%, ELG1 genotox -6% and uPA surface inh 6%.
For Cc1ccc(S(=O)(=O)N2CCCOC2CNC(=O)C(=O)NCc2cccnc2)cc1 (stereo not given) the results were p53 reactivator 0%, FLuc modulator 1%, BRCA1 expr up -15%, VP16 counter -11%, MBNL1 CUG block 0%, Rab9 promoter act -5%, RORg inh 28%, NPC1 prom act -3%, ELG1 genotox 2% and uPA surface inh -3%.
`Cc1ccc(C)c(N2N=C(C(=O)N(CC(C)C)c3c(N)n(Cc4ccccc4)c(=O)[nH]c3=O)CCC2=O)c1` gave p53 reactivator -15%, FLuc modulator -1%, BRCA1 expr up -8%, VP16 counter -5%, MBNL1 CUG block 0%, Rab9 promoter act -5%, RORg inh 8%, NPC1 prom act 0%, ELG1 genotox -1% and uPA surface inh 4%.
For Cc1ccc(-n2nnnc2SCC(=O)NCC2(N3CCCCC3)CCCCC2)c(C)c1 the results were p53 reactivator inconclusive, BRCA1 expr up -17%, Rab9 promoter act -3%, NPC1 prom act 0%, ELG1 genotox -1% and uPA surface inh inconclusive.
`Cc1cc(-c2ccccc2C(=O)NCc2ccccc2)on1` gave p53 reactivator 2%, FLuc modulator 2%, BRCA1 expr up -9%, MBNL1 CUG block -6%, Rab9 promoter act -3%, RORg inh 6%[0.365 µM], NPC1 prom act -1%, ELG1 genotox -5% and uPA surface inh -4%.
`CC(=O)Cc1nsc(NC(=O)c2csc3c2CCCC3)n1` gave p53 reactivator 2%, FLuc modulator inconclusive, BRCA1 expr up 20%, VP16 counter 26%, MBNL1 CUG block 6%, Rab9 promoter act 13%, RORg inh 25%, NPC1 prom act 9%, ELG1 genotox inconclusive and uPA surface inh 6%.
NC(=O)CSc1oc(-c2ccco2)nc1S(=O)(=O)c1ccc(Cl)cc1 was read as p53 reactivator -9%, FLuc modulator -2%&-6%, BRCA1 expr up -16%, VP16 counter -7%, MBNL1 CUG block 14%, Rab9 promoter act inconclusive, RORg inh -3%, NPC1 prom act -3%, ELG1 genotox 2% and uPA surface inh 0%.
